# High-throughput results (PubChem)
# Pin1 inhibitor – blocks the human prolyl isomerase Pin1 | Q13526 | Pin1 FP peptide displacement, HiFluor488, 10 min | Potency, µM (top dose mostly 115 µM), without a hit: at the highest dose activity, negative = inhibition, usual class: inhibitors | hit rate 0.009% among 390,000; active = well fitted inhibition curve with a large enough effect in the polarisation, with a control signal flat, not every such curve was filed as active; inconclusive = small, poorly fitted or top-dose-only effect, or effect the other way, or a change in a side signal; inactive = no such curve, though single readings can be large or run the other way; the % refers to the polarisation; also: % is scaled to controls: 0 for no effect and ±100 for the full control effect
# Tb PGK inh – T. brucei PGK inhibition; hit rate 0.043% among 380,000; AID 602233; PGK/GAPDH coupled, Kinase-Glo luminescence, 60 min; Potency, µM (doses to about 57.5 µM), without a hit: at the top dose activity change, negative = inhibition, most hits filed as inhibitors; P07378; also: % is scaled to controls: 0 for no effect and ±100 for the full control effect; nearly all actives have a fitted effect of over 60% in size
# Target sequence (P07378 whole entry, looked up): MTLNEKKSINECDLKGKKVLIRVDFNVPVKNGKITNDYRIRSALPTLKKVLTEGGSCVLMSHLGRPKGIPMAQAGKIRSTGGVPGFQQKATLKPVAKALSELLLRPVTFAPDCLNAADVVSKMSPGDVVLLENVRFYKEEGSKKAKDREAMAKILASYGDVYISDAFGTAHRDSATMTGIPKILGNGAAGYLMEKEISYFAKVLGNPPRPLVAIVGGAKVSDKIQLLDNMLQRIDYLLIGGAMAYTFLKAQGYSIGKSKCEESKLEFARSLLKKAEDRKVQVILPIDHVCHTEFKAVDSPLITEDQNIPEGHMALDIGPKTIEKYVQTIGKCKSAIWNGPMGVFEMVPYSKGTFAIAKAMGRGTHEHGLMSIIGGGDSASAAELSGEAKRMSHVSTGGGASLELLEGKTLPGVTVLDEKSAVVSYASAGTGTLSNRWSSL
#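 Luminescent ATP detection (Kinase-Glo Plus) follows a 60-minute room-temperature incubation, with wells lacking PGK as controls. Buffer: 100 mM TEA (pH 7.6), 5 mM MgCl2, 0.01% Tween-20. Coupling enzyme GAPDH (100 nM final) supplies unstable 1,3-BPG in-well.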
# HP1b binding inh – HP1-beta chromodomain-methylated histone interaction inhibition. AlphaScreen HP1-beta / biotin-H3K9me3 peptide binding. Potency, µM (series often up to 114 µM), inactives show at the top dose activity change, negative = inhibition, hits mostly inhibitors. hit rate 0.56% among 390,000. AID 540317; also: nearly all actives have a fitted effect of over 70% in size; inactives centre near 23
#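 HP1-beta protein (50 nM final) preincubated 30 min at room temperature with biotinylated H3(1-18)K9me3 peptide (50 nM) in PBS pH 7.4, 0.01% Tween-20, then compound added for 30 min. AlphaScreen streptavidin donor/nickel chelate acceptor beads (10 ug/mL final), 30 min dark, luminescence read.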
# JMJD2A Tudor inh – blocks the human JMJD2A Tudor domain. AlphaScreen JMJD2A-Tudor / H3K4me3 peptide binding. Potency, µM (series often up to 114 µM), for the others: at the highest dose activity change, negative = inhibition, usual class: inhibitors. hit rate 4.4% among 390,000; also: % is scaled to controls: 0 for no effect and ±100 for the full control effect; nearly all actives have a fitted effect of over 50% in size
# TrxR1 inh – blocks rat thioredoxin reductase 1; recombinant rTrxR1, NADPH fluorescence consumption, selenite substrate; Potency, µM (doses to about 114 µM), inactives show top-dose activity change, negative = inhibition, most hits filed as inhibitors; hit rate 1% among 390,000; AID 588453; also: % is scaled to controls: 0 for no effect and ±100 for the full control effect; nearly all actives have a fitted effect of over 65% in size
#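 Rat TrxR1 (90 nM in the dispensed reagent) was pre-reduced with 400 uM NADPH for 5 min at room temperature, then incubated with compound for 15 min. After 400 uM selenite was added, NADPH fluorescence (Ex 340/Em 450 nm) was followed for 8 min.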
# GLS inhibitor – glutaminase GLS (human) inhibition | O94925 | GLS enzymatic activity, qHTS titration | Potency, µM (top dose mostly 45.5 µM), for inactives: at the top dose activity change, negative = inhibition, actives largely listed as inhibitors | hit rate 0.21% among 410,000; also: % is scaled to controls: 0 for no effect and ±100 for the full control effect
# Target sequence (O94925 whole entry, looked up): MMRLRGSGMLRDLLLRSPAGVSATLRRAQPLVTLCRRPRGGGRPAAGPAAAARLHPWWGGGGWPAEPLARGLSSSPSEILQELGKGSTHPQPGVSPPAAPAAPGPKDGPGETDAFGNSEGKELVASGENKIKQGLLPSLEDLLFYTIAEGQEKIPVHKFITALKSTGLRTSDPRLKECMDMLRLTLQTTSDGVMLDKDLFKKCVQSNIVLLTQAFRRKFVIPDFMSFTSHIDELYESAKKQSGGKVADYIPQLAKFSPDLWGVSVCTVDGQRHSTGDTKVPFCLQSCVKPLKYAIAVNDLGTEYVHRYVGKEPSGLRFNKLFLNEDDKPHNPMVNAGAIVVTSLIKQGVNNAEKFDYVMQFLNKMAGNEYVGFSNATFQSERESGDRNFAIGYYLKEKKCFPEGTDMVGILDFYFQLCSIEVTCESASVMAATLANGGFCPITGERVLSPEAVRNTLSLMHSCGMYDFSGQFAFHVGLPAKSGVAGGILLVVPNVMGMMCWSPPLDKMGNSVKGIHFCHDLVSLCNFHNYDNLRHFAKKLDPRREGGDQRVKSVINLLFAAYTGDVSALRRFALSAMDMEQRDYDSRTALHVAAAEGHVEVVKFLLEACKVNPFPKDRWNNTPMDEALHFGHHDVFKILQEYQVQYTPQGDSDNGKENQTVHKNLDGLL
#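 Enzyme dispensed in phosphate buffer (45 mM, pH 8.2, 0.02% Tween-20), compounds pinned in, then 1 mM L-glutamine solution and the glutamate oxidase–HRP–Amplex Red mix added; fluorescence read immediately and again after 30 min at room temperature.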
# ALOX12 inh – blocks human arachidonate 12S-lipoxygenase; P18054; purified 12hLO, xylenol orange hydroperoxide absorbance; Potency, µM (titrated, usually from 108 µM), for inactives: at the highest dose activity change, negative = inhibition, usual class: inhibitors; hit rate 1.1% among 580,000; also: % is scaled to controls: 0 for no effect and ±100 for the full control effect
#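 Purified human 12hLO at 150 nM in 25 mM Hepes, 0.01% Triton X-100, pH 7.0, preincubated 15 min at room temperature with compound. Reaction started with 40 uM arachidonic acid, 30 min at room temperature. Hydroperoxide measured by Fe-xylenol orange, 573/405 nm absorbance ratio.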
# RGS4 inhibitor – blocks human RGS4-accelerated GTP hydrolysis; hit rate 0.039% among 390,000; P49798; Potency, µM (titrated, usually from 114 µM), for inactives: at the top dose activity change, negative = inhibition, hits mostly inhibitors; Transcreener GDP fluorescence polarization, RGS4-accelerated GTP hydrolysis; also: % is scaled to controls: 0 for no effect and ±100 for the full control effect; nearly all actives have a fitted effect of over 75% in size; some results filed as inactive show a strong effect at the top dose
#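 MLSMR compounds (23 nl, pin-transferred) preincubated 10 min at room temperature with a 500nM (2x) first reagent, then RGS4 at 900nM (2x) plus Transcreener GDP mix added; fluorescence polarization (620/688 nm) read before and after 90 min at 30 °C.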
# ERG Ets-DNA blk – blocks human ERG Ets domain binding to DNA. hit rate 0.028% among 370,000. P11308. Potency, µM (top dose mostly 76.9 µM), for the others: at the highest dose FP activity, negative = inhibition, hits mostly inhibitors. AID 624246. fluorescence polarization, His-ERG Ets domain / labelled DNA; active = well fitted inhibition curve with a large enough effect in the polarisation, with a control signal flat; inconclusive = small, poorly fitted or top-dose-only effect, or effect the other way, or a change in a side signal; inactive = no such curve, though single readings can be large or run the other way; the % refers to the polarisation;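 also: polarization taken with two DNA probes labelled with fluorescein and Texas red; % of control where 0% means no effect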
#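 His-tagged ERG Ets domain (1 uM in the protein solution; 300mM KCl, 50mM Tris-HCl, 1mM EDTA, 1mM DTT, pH 7.5) received compound, then a probe mix of 5 nM fluorescein-DNA and 100nM Texas-615-DNA. Fluorescence polarization was read for both dyes.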
# Starred values were filed as active, the others as inactive; i = inactive; ? = inconclusive; nt = no result given; & = joins results of further samples; [ ] = dose if it differs, or a comment. Unless noted, calls follow the shape of the dose curve; as a rule, active = well fitted curve in the direction sought with a large enough effect; inconclusive = small, poorly fitted or top-dose-only effect, or another doubt; inactive = no such curve, though single readings can be large; an effect the other way counts as inactive or inconclusive. Potency is read from the fitted curve at half-maximal effect. The list is partial (hit frequency here may not be typical).
1. COc1ccccc1N1CCN(C(=O)C2CCC(CNS(=O)(=O)c3ccc(NC(C)=O)cc3)CC2)CC1 (stereo unspecified)
2. CCCCn1c(N)c(N(CCOC)C(=O)c2ccc(C)c(S(=O)(=O)N3CCOCC3)c2)c(=O)[nH]c1=O
3. CCOc1ccc(Cl)cc1S(=O)(=O)N1CCC(C(=O)NCc2cccnc2)CC1
4. N=C1C(c2ccccc2)=C(O)CN1c1cccc(S(=O)(=O)NCc2ccco2)c1
5. Cc1ccc(C)c2c1sc(=NC(=O)CN1C(=O)CCC1=O)n2C
6. Cc1ccc2nc(-c3ccc(Br)o3)oc(=O)c2c1
Compound	1	2	3	4	5	6
Pin1 inhibitor	0%	-11%	-6%	3%	-4%	?
Tb PGK inh	0%	-2%	-10%	-8%	i	-8%
HP1b binding inh	14%	35%	17%	24%	44%[activator]	39%[activator]
JMJD2A Tudor inh	-9%	1%	-5%	-15%	-13%	1%
TrxR1 inh	40%[activator]	6%	-5%	20%	16%	-2%
GLS inhibitor	11%	1%	1%	-1%	-13%	-1%
ALOX12 inh	-16%	2%	-6%	1%	2%	-6%
RGS4 inhibitor	33%	-12%	2%	5%	17%	-5%
ERG Ets-DNA blk	18%	-17%	-1%	1%	1%	8%

7. Cc1ccc(S(=O)(=O)N(C)C)cc1NC(=S)NC(C)CCC(C)C (stereo unspecified)
8. CN(CC(=O)Nc1ccc(F)cc1)C(=O)c1cc(-c2ccco2)nc2ccccc12
9. O=C(CCN1CCCCC1)Nc1ccc(Br)cc1
10. Cc1c(NC(=O)C(=O)/C=C(/O)c2ccccc2)c(=O)n(-c2ccccc2)n1C
11. CS(=O)(=O)N(CC(=O)NCc1ccncc1)c1cc(Cl)cc(Cl)c1
12. COc1cccc(-c2nnc(SCC(=O)N3CCc4ccccc43)o2)c1
Compound	7	8	9	10	11	12
Pin1 inhibitor	-3%	?	-7%	6%	-7%	3%
Tb PGK inh	i	-19%	4%	3%	-8%	7%
HP1b binding inh	16%	-14%	37%	14%	30%	12%
JMJD2A Tudor inh	-15%	?	11%[57.1 µM]	20µM*	-1%	-12%
TrxR1 inh	-18%	-18%	2%	?	14%	3%
GLS inhibitor	1%	4%	15%	13%	-10%	3%
ALOX12 inh	?	14µM*	21%	-6%	33%	-24%
RGS4 inhibitor	-12%	-27%	19%	-16%	-17%	7%
ERG Ets-DNA blk	8%	-27%	3%	1%	-3%	3%

13. COc1cccc(N(CC(=O)NCC2CCCO2)C(=O)CCC(=O)Nc2nccs2)c1 (stereo unspecified)
14. O=C(CSC1=NC(=O)C(Cc2ccccc2)C(=O)N1)NC1CCCCC1 (stereo unspecified)
15. Cc1ccc(NC(=O)CSc2nnc(CNC(=O)c3cccs3)o2)cc1
16. COc1ccc(C(=O)C2CCCN(C(=O)CCC3=NNC(=O)CC3)C2)c(C)c1 (stereo unspecified)
17. COc1ccc(CCN(C)CC(O)COc2ccc(C(C)=O)cc2OC)cc1OC (stereo unspecified)
18. CCOC(=O)c1cc(C(=O)c2cc(Cl)ccc2O)coc1=N
Compound	13	14	15	16	17	18
Pin1 inhibitor	-5%	5%	-1%	0%	-4%	39%[activator]
Tb PGK inh	-11%	nt	0%	-3%	5%	-6%
HP1b binding inh	37%[activator]	34%	53%[activator]	26%[57 µM]	79µM*	33%
JMJD2A Tudor inh	-10%	-9%	-5%	-8%	28µM*	-11%
TrxR1 inh	21%[57.1 µM]	1%	9%	15%	-22%	11%[57.1 µM]
GLS inhibitor	-6%	8%	-13%	2%	24%	14%
ALOX12 inh	-2%	20%	-21%	4%	-16%	?
RGS4 inhibitor	14%	10%	-13%[11.4 µM]	-22%	1%	-6%
ERG Ets-DNA blk	-5%	nt	2%	-3%	-2%	1%

# Seven of the compounds above, with the structure last.
nr | Pin1 inhibitor | Tb PGK inh | HP1b binding inh | JMJD2A Tudor inh | TrxR1 inh | GLS inhibitor | ALOX12 inh | RGS4 inhibitor | ERG Ets-DNA blk | SMILES
12 | 3% | 7% | 12% | -12% | 3% | 3% | -24% | 7% | 3% | COc1cccc(-c2nnc(SCC(=O)N3CCc4ccccc43)o2)c1
13 | -5% | -11% | 37%[activator] | -10% | 21%[57.1 µM] | -6% | -2% | 14% | -5% | COc1cccc(N(CC(=O)NCC2CCCO2)C(=O)CCC(=O)Nc2nccs2)c1 (stereo unspecified)
14 | 5% | nt | 34% | -9% | 1% | 8% | 20% | 10% | nt | O=C(CSC1=NC(=O)C(Cc2ccccc2)C(=O)N1)NC1CCCCC1 (stereo unspecified)
15 | -1% | 0% | 53%[activator] | -5% | 9% | -13% | -21% | -13%[11.4 µM] | 2% | Cc1ccc(NC(=O)CSc2nnc(CNC(=O)c3cccs3)o2)cc1
16 | 0% | -3% | 26%[57 µM] | -8% | 15% | 2% | 4% | -22% | -3% | COc1ccc(C(=O)C2CCCN(C(=O)CCC3=NNC(=O)CC3)C2)c(C)c1 (stereo unspecified)
17 | -4% | 5% | 79µM* | 28µM* | -22% | 24% | -16% | 1% | -2% | COc1ccc(CCN(C)CC(O)COc2ccc(C(C)=O)cc2OC)cc1OC (stereo unspecified)
18 | 39%[activator] | -6% | 33% | -11% | 11%[57.1 µM] | 14% | ? | -6% | 1% | CCOC(=O)c1cc(C(=O)c2cc(Cl)ccc2O)coc1=N

# New compounds follow.
19. COc1cc(C(=O)NCCCn2ccnc2)cc(OC)c1OC
20. COc1ccc(N(Cc2cc3ccccc3[nH]c2=O)S(C)(=O)=O)cc1
21. Cc1ccc(-n2c(=O)[nH]c3c(C(N)=O)nc(C(C)C)nc32)cc1
22. Cc1ccc(S(=O)(=O)N2CCCC(C(=O)N3CCN(C)CC3)C2)cc1 (stereo unspecified)
23. Cc1ccc(CSc2nnc(-c3ccccn3)n2N)cc1
24. COc1cc(NC(=O)C2CCCN2C(=O)C2CCC(C)CC2)cc(OC)c1OC (stereo unspecified)
Compound	19	20	21	22	23	24
Pin1 inhibitor	3%	0%	23%	-2%	2%	10%
Tb PGK inh	nt	6%	i	1%	-6%	i
HP1b binding inh	12%	14%	0%	?	56%[activator]	31%
JMJD2A Tudor inh	-7%	-12%	-17%	2.8µM*	?	3%
TrxR1 inh	19%	-14%	24%	-3%	23%	23%
GLS inhibitor	3%	9%	3%	3%	3%	-6%
ALOX12 inh	-21%	5%&-7%	0%	?	25%	99%[activator]
RGS4 inhibitor	28%	19%	-23%[56.9 µM]	17%	-4%	-8%
ERG Ets-DNA blk	1%	nt	9%	15%	-3%	4%

25. Cc1ccc(S(=O)(=O)NCCCCCC(=O)N(C)C)cc1
26. Cc1cc(C)c(C(=O)N2CCCC(CNS(=O)(=O)c3cccs3)C2)o1 (stereo unspecified)
27. C=CCNC(=O)c1onc(CSc2ccc(F)cc2)c1C(=O)NCCOC
28. COc1ccc(CNC(=O)c2ccc3nccnc3c2)cc1
29. COc1ccc(NC(=O)CN2CCN(C3CCCCC3)C(=O)C2=O)cc1
30. COc1ccccc1C(=O)N/C(=C\c1ccc(Br)cc1)C(=O)NCCO
Compound	25	26	27	28	29	30
Pin1 inhibitor	1%	-5%	-8%	0%	3%	1%
Tb PGK inh	-6%	i	-10%	nt	-7%	-11%
HP1b binding inh	28%	36%	33%[activator]	29%	47%[activator]	1%
JMJD2A Tudor inh	3%	-6%	-2%	-14%	-12%	-13%
TrxR1 inh	6%	5%	3%[57.1 µM]	9%	-4%[57.1 µM]	0%
GLS inhibitor	2%	-3%	8%	-2%	-8%	14%
ALOX12 inh	-14%	-40%	-13%	20%	-8%	-9%
RGS4 inhibitor	-1%	9%	1%	-9%	8%	25%
ERG Ets-DNA blk	4%	8%	-7%	-3%	3%	4%

31. CC(C)(C)c1ccc(OCCC(=O)Nc2cccc(S(=O)(=O)N3CCCC3)c2)cc1
32. COCCn1nnnc1C(c1cc2cccc(C)c2[nH]c1=O)N1CCN(c2ccccc2F)CC1 (stereo unspecified)
33. CC(=O)c1cc2c(cc1NC(=O)CCc1ccccc1)OCO2
34. CCOc1cccc2sc(=NC(=O)CCS(=O)(=O)c3ccc(F)cc3)n(C)c12
35. CCOc1ccc(-c2cc(NC(=O)Nc3ccc(Cl)cc3)c(C(=O)OC)s2)cc1
36. Cc1cc(NC(=O)c2ccc(S(=O)(=O)N(C)C)cc2)n(-c2ccccn2)n1
37. O=C(NCCc1ccccc1)c1nc(CS(=O)(=O)c2ccc(Cl)cc2)no1
38. CC1CCc2c(sc(NC(=O)c3c([N+](=O)[O-])cnn3C)c2C(N)=O)C1 (stereo unspecified)
39. Cc1[nH]c2ccccc2c1C1(O)C(=O)Nc2ccc(Cl)cc21 (stereo unspecified)
Compound	31	32	33	34	35	36	37	38	39
Pin1 inhibitor	2%	-5%	-5%	17%	3%	1%	0%	5%	0%
Tb PGK inh	13%	-1%	-12%	-7%	-9%	2%	-1%	-2%	-5%
HP1b binding inh	17%	50%	190%[activator]	11%	30%	24%	15%	33%	3%
JMJD2A Tudor inh	-15%	-15%	103%[activator]	-20%	3%	-4%	-15%	-6%	-32%
TrxR1 inh	3%	-79%	5%	11%	17%	-2%	-1%	20%	9%
GLS inhibitor	1%	-1%	6%	8%	-2%	0%	-2%	-5%	8%
ALOX12 inh	-16%	?	62%[activator]	18%	-3%	0%	8%	-5%	0%
RGS4 inhibitor	15%	-6%	4%	-5%	14%	-12%	6%	-3%	-4%
ERG Ets-DNA blk	4%	0%	8%	6%	1%	-1%	7%	0%	-3%
